Bioassay records (PubChem BioAssay)
PP5 primary: PP5 phosphatase inhibitors, primary screen, biochemical, fluorescence | purified PP5c, OMFP substrate fluorescence | inhibition, % at 6.7 µM | 320,000 tested, 0.18% active;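 active = inhibition above the campaign's mean inhibition across all tested compounds plus 3 SD, cut at about 9.5% in these data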;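 also: 0% = DMSO only and 100% = 100 µM cantharidin control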
procasp3 activ: activators of human procaspase-3 D3A mutant, primary screen, biochemical, absorbance, PC-3 D3A mutant, single concentration. recombinant procaspase-3 D3A, Ac-DEVD-pNA absorbance 405 nm. activation, % at 8.5 µM. 330,000 tested, 0.11% active. AID 463141, 2010;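 active = activation above the mean of all tested compounds plus 3 SD, cut at about 21% in these data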;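 also: 0% = DMSO alone and 100% = DMSO wells spiked with extra 5 µM PC-3 D3A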
Target sequence (P42574 whole entry D9A/D28A/D175A): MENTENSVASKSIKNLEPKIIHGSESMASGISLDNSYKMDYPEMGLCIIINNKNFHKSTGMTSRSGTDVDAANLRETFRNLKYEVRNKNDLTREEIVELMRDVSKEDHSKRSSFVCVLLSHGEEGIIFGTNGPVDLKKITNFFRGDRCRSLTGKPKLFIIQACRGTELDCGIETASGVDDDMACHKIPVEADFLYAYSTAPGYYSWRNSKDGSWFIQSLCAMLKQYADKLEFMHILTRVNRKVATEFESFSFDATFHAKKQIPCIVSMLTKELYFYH
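assay system = Procaspase-3 D3A mutant | signal = absorbance at 405 nm, 0 and 120 min | times = 1 h preincubation plus 2 h reaction at 25 °C | repeats = single replicate | read-out = % activation between DMSO and enzyme-spiked controls | medium = Zinc-free HEPES saline buffer with Triton X-100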
PP1 counter: PP1-alpha phosphatase inhibitors, primary screen, counter-screen for PP5 inhibitor project, biochemical, fluorescence, OMFP substrate, single point; inhibition, % at 6.7 µM; 320,000 tested, 0.9% active; AID 2235, 2010; Serine/threonine-protein phosphatase PP1-alpha catalytic subunit (Homo sapiens), P62136; purified PP1alpha;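 active = inhibition above the mean inhibition of all tested compounds plus 3 SD, computed separately for each screening campaign, cut at about 15% in these data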
Target sequence (P62136 whole entry, looked up): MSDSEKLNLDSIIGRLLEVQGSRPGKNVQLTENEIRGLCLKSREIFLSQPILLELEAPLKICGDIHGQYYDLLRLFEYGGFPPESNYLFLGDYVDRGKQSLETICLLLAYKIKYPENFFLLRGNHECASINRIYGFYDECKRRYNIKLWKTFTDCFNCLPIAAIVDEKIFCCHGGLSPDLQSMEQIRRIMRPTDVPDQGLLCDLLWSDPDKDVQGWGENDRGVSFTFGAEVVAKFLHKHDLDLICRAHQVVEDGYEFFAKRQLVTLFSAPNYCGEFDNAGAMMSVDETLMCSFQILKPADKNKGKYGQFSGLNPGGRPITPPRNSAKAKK
PAFAH2 FP inh: PAFAH2 enzyme inhibitors, primary screen, biochemical, fluorescence polarization, human; Platelet-activating factor acetylhydrolase 2, cytoplasmic (Homo sapiens), Q99487; recombinant PAFAH2, FP-rhodamine activity probe; inhibition, % at 3.39 µM; 340,000 tested, 0.99% active; AID 492956, 2010;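 active = inhibition above the mean over all tested compounds plus 3 SD, cut at about 30% in these data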;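 also: inhibitors block probe labeling of enzyme so polarization drops; 0% = enzyme with DMSO and 100% = wells lacking PAFAH2 protein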
HCV core dimer: inhibitors of HCV core protein dimerization, primary screen, biochemical, TR-FRET, high-throughput | 300,000 tested, 0.33% active | inhibition, % at 5 µM | TR-FRET GST/Flag-core106 dimerization, 1536-well | AID 1899, 2009;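 active = inhibition above the mean of all tested compounds plus 3 SD, set per screening campaign, cut at about 45% in these data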
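Material: Tagged HCV core106 pair (GST and Flag) | Amount: GST-core106 13.5 nM, Flag-core106 17 nM | Medium: KF-containing HEPES buffer, pH 7.45, DTT, CHAPS, BSA | Reagent: Eu donor and XL665 acceptor anti-tag antibodies | Schedule: 4 h at 22.5 °C | Technique: Time-resolved FRET, ex 340 nm, em 617 and 671 nm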
Fh CTSL1 inh: Fasciola hepatica cathepsin L1 inhibitors, primary screen, counter-screen for PFM18AAP inhibitor project, biochemical, QFRET, fluorogenic peptide substrate | recombinant F. hepatica cathepsin L1, Z-Leu-Arg-MCA fluorescence | inhibition, % at 5.96 µM | 300,000 tested, 0.49% active;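 active = inhibition above the mean of all tested compounds plus 3 SD, set per screening campaign, cut at about 17% in these data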;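 also: 0% = plate median of test compound wells and 100% = 1 µM Z-Phe-Ala-diazomethylketone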
TPT1 inhibitor: Candida albicans TPT1 enzyme inhibitors, primary screen, biochemical, fluorescence polarization | inhibition, % at 5 µM | 300,000 tested, 0.81% active | recombinant caTPT1, FP RNA substrate dephosphorylation;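 active = inhibition above the mean of all tested compounds plus 3 SD, set per screening campaign, cut at about 24% in these data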;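 also: plate controls were DMSO alone for no effect and ferristatin control at 100 nM for full effect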
AHR act: AHR activators, primary screen, cell-based, luminescence, luciferase reporter, human | activation, % at 5 µM | 320,000 tested, 2.5% active | AHR-responsive luciferase reporter cells | AID 2796, 2010; in the data active = activation above about 47%;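 also: 0% = vehicle wells and 100% = reference agonist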
procasp7 counter: procaspase-7 activators, primary screen, counter-screen for procaspase-3 activator project, biochemical, absorbance, HTS, human | Caspase-7 (Homo sapiens), P55210 | recombinant procaspase-7, Ac-DEVD-pNA absorbance 405 nm; D23A/D198A/D206A triple mutant, cannot self-cleave; scale: DMSO 0, 5 µM enzyme 100 | activation, % at 8.5 µM | 330,000 tested, 0.093% active;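 active = percent activation above the screen-wide mean plus 3 SD, cut at about 25% in these data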
Target sequence (P55210 whole entry D23A/D198A/D206A): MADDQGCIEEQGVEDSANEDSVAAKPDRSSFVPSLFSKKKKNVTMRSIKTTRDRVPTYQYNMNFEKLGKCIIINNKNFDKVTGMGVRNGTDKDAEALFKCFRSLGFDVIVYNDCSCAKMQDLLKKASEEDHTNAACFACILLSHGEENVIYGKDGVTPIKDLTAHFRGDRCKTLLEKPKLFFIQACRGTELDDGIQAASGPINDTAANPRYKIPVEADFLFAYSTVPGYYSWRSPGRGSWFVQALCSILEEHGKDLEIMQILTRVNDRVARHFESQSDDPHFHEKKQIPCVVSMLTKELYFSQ
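Replicates: singlicate. Assay system: Procaspase-7 triple mutant (PC-7 D3A). Signal: 405 nm absorbance of p-nitroaniline. Times: 1 h preincubation, 2 h reaction. Buffer or medium: Zinc-free HEPES pH 7.4 with 300 mM NaCl, 0.01% Triton X-100. Also added: DEVD-pNA substrate. Benchmarks: DMSO wells as 0%, DMSO with 5 µM added PC-7 as 100%.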
* = called active by the depositor.

How did CCOc1ccc(C(=O)Nc2cccc(-c3nc4ccccc4[nH]3)c2C)cc1[N+](=O)[O-] do in these assays?
PP5 primary: 1.7; procasp3 activ: 2; PP1 counter: -1; PAFAH2 FP inh: 1; HCV core dimer: 4; Fh CTSL1 inh: 5; TPT1 inhibitor: 1; AHR act: 0; procasp7 counter: 4

How did O=C(NNC(=S)NCC1CCCO1)c1ccc(S(=O)(=O)N2CCOCC2)cc1 (configuration not stated) do in these assays?
PP5 primary: -0.5; procasp3 activ: -2; PP1 counter: -5; PAFAH2 FP inh: 3; HCV core dimer: -4; Fh CTSL1 inh: 3; TPT1 inhibitor: 1; AHR act: -1; procasp7 counter: 2

What do the screens show for `CC1CCN(S(=O)(=O)c2ccc3c(c2)C(=NO)c2cc(S(=O)(=O)N4CCC(C)CC4)ccc2-3)CC1`?
PP5 primary: 1.3; procasp3 activ: 11; PP1 counter: 0; PAFAH2 FP inh: -18; HCV core dimer: 16; Fh CTSL1 inh: -1; TPT1 inhibitor: -4; AHR act: 1; procasp7 counter: -1

What do the screens show for `CCOc1ccc(S(=O)(=O)NCc2ccco2)cc1`?
PP5 primary: 2.3; procasp3 activ: 2; PP1 counter: -1; PAFAH2 FP inh: 0; HCV core dimer: -2; Fh CTSL1 inh: -1; TPT1 inhibitor: -2; AHR act: 4; procasp7 counter: -7

Results for O=C1c2ccccc2C(Nc2ccc(S(=O)(=O)N3CCCCC3)cc2)N1Cc1ccco1 (configuration not stated) ?
PP5 primary: 1.2; procasp3 activ: 3; PP1 counter: 2; PAFAH2 FP inh: 3; HCV core dimer: 20; Fh CTSL1 inh: 2; TPT1 inhibitor: 1; AHR act: -2; procasp7 counter: 2

Results for CC(=O)Oc1cc2oc(=O)cc(C)c2cc1Cl ?
PP5 primary: 0.1; procasp3 activ: 2; PP1 counter: -3; PAFAH2 FP inh: 5; HCV core dimer: 2; Fh CTSL1 inh: -1; TPT1 inhibitor: -4; AHR act: -2; procasp7 counter: 5

What do the screens show for `O=C(O)CC(c1ccc(Br)cc1)N1Cc2ccccc2C1=O` (configuration not stated)?
PP5 primary: -1.7; procasp3 activ: -1; PP1 counter: 0; PAFAH2 FP inh: 9; HCV core dimer: -12; Fh CTSL1 inh: 5; TPT1 inhibitor: -2; AHR act: 2; procasp7 counter: 1

How did NNC(=O)CC1NCCN(Cc2ccccc2)C1=O (configuration not stated) do in these assays?
PP5 primary: 2.0; procasp3 activ: -4; PP1 counter: 0; PAFAH2 FP inh: 2; HCV core dimer: -3; Fh CTSL1 inh: -1; TPT1 inhibitor: 0; AHR act: 2; procasp7 counter: 0

What do the screens show for `CCN(C(=O)CN1C(=O)S/C(=C\c2cccc(Cl)c2)C1=O)C1CCS(=O)(=O)C1` (configuration not stated)?
PP5 primary: 1.8; procasp3 activ: 8; PP1 counter: 2; PAFAH2 FP inh: 4; HCV core dimer: -9; Fh CTSL1 inh: -6; TPT1 inhibitor: 0; AHR act: -5; procasp7 counter: 5

What do the screens show for `CC(C)Cn1c(N)c(C(=O)COC(=O)/C=C/c2ccccc2)c(=O)n(C)c1=O`?
PP5 primary: 3.5; procasp3 activ: -12; PP1 counter: 37*; PAFAH2 FP inh: 5; HCV core dimer: 3; Fh CTSL1 inh: 6; TPT1 inhibitor: 5; AHR act: -3; procasp7 counter: -1

How did O=C(Nc1ccc(Br)cc1)C1CC=CCC1C(=O)OCC1CCCO1 (configuration not stated) do in these assays?
PP5 primary: -1.8; procasp3 activ: -3; PP1 counter: -1; PAFAH2 FP inh: -2; HCV core dimer: -4; Fh CTSL1 inh: 2; TPT1 inhibitor: 3; AHR act: -1; procasp7 counter: -6

What do the screens show for `COc1ccc(C(=O)NCC(=O)NCc2cc(=O)n(C)c(=O)n2C)cc1`?
PP5 primary: 0.9; procasp3 activ: 7; PP1 counter: -3; PAFAH2 FP inh: 1; HCV core dimer: -5; Fh CTSL1 inh: -1; TPT1 inhibitor: 0; AHR act: 3; procasp7 counter: 2

What do the screens show for `COCCN(C(=S)Nc1cccc(OC)c1)C1CCN(C(C)=O)CC1`?
PP5 primary: 1.2; procasp3 activ: -17; PP1 counter: -1; PAFAH2 FP inh: -8; HCV core dimer: -4; Fh CTSL1 inh: -1; TPT1 inhibitor: -1; AHR act: 8; procasp7 counter: -21

Results for Cc1ccc(-n2ccnc2SCC(=O)O)cc1C ?
PP5 primary: 2.1; procasp3 activ: 4; PP1 counter: -3; PAFAH2 FP inh: -3; HCV core dimer: -5; Fh CTSL1 inh: 4; TPT1 inhibitor: -6; AHR act: 2; procasp7 counter: 4

Results for COc1ccccc1NC(=O)Nc1ccnn1C1CCN(C(=O)c2cscn2)CC1 ?
PP5 primary: 1.4; procasp3 activ: 4; PP1 counter: -12; PAFAH2 FP inh: -11; HCV core dimer: -19; Fh CTSL1 inh: 10; TPT1 inhibitor: 1; AHR act: 11; procasp7 counter: -9

What do the screens show for `Cc1cccc(C)c1N(CC(=O)N1CCCC1)S(C)(=O)=O`?
PP5 primary: 2.3; procasp3 activ: 5; PP1 counter: -1; PAFAH2 FP inh: 6; HCV core dimer: -7; Fh CTSL1 inh: 1; TPT1 inhibitor: -2; AHR act: -3; procasp7 counter: 8

What do the screens show for `COc1cc(OC)c(NC(=O)C2CCCN2C(=O)OCc2ccccc2)cc1Cl` (configuration not stated)?
PP5 primary: 1.1; procasp3 activ: 3; PP1 counter: 0; PAFAH2 FP inh: 8; HCV core dimer: 6; Fh CTSL1 inh: 0; TPT1 inhibitor: 1; AHR act: 2; procasp7 counter: -2

What do the screens show for `Cc1cc2ccccc2n1CCNC(=O)c1ccc(S(=O)(=O)N2CCOCC2)cc1`?
PP5 primary: 0.9; procasp3 activ: 4; PP1 counter: 6; PAFAH2 FP inh: 2; HCV core dimer: -5; Fh CTSL1 inh: -2; TPT1 inhibitor: 1; AHR act: 13; procasp7 counter: 5

How did COc1cc(OC)cc(C(=O)NCC(=O)OCC(=O)c2ccc3c(c2)-c2ccccc2C3)c1 do in these assays?
PP5 primary: 1.9; procasp3 activ: 10; PP1 counter: 12; PAFAH2 FP inh: -13; HCV core dimer: -38; Fh CTSL1 inh: -17; TPT1 inhibitor: 4; AHR act: -3; procasp7 counter: -2

How did CCN(C(=O)COc1ccc(C(C)=O)cc1)c1cccc2ccccc12 do in these assays?
procasp3 activ: -2; PAFAH2 FP inh: 2; AHR act: -1; procasp7 counter: -6

How did Cc1ccc(Cl)cc1N1CCN(S(=O)(=O)c2ccc3[nH]c(=O)c(=O)[nH]c3c2)CC1 do in these assays?
PP5 primary: 1.9; procasp3 activ: -2; PP1 counter: 10; PAFAH2 FP inh: 5; HCV core dimer: 26; Fh CTSL1 inh: 1; TPT1 inhibitor: -6; AHR act: -1; procasp7 counter: 3

Results for CCOC(=O)c1c(C)[nH]c(C(=O)NNC(=O)c2ccccc2F)c1C ?
procasp3 activ: 5; PAFAH2 FP inh: -2; AHR act: 9; procasp7 counter: 2

What do the screens show for `CCSc1nnc(NC(=O)NCC(F)(F)F)s1`?
PP5 primary: 1.2; procasp3 activ: -3; PP1 counter: 2; PAFAH2 FP inh: -1; HCV core dimer: -1; Fh CTSL1 inh: 1; TPT1 inhibitor: 3; AHR act: 1; procasp7 counter: 2

Results for CCCCNC(=O)[C@@H]1CC=C[C@@H]2CCN(Cc3ccc(Cl)c(Cl)c3)C(=O)[C@@H]21 ?
PP5 primary: -7.6; procasp3 activ: -2; PP1 counter: 4; PAFAH2 FP inh: -1; HCV core dimer: -17; Fh CTSL1 inh: 8; TPT1 inhibitor: -3; AHR act: 7; procasp7 counter: 2

Results for Cc1c(/C=C/C(=O)c2ccc(Cl)s2)cnn1C ?
PP5 primary: 1.7; procasp3 activ: -2; PP1 counter: -1; PAFAH2 FP inh: 10; HCV core dimer: 0; Fh CTSL1 inh: 0; TPT1 inhibitor: 2; AHR act: -10; procasp7 counter: -3

What do the screens show for `Cc1ccc(NC(=O)C2CCN(S(=O)(=O)c3cnc[nH]3)CC2)nc1`?
PP5 primary: -2.6; procasp3 activ: -3; PP1 counter: -4; PAFAH2 FP inh: -5; HCV core dimer: -2; Fh CTSL1 inh: 5; TPT1 inhibitor: 0; AHR act: 0; procasp7 counter: 10

What do the screens show for `CCN(CC)CCN(Cc1cc2cc3c(cc2[nH]c1=O)OCCO3)C(=S)NCCCN(C)C`?
PP5 primary: 1.6; procasp3 activ: 3; PP1 counter: -1; PAFAH2 FP inh: -6; HCV core dimer: -1; Fh CTSL1 inh: 2; TPT1 inhibitor: 0; AHR act: 2; procasp7 counter: 7

Results for COc1cnc(-c2ccccn2)nc1Sc1ccc(Cl)cc1 ?
PP5 primary: 2.2; procasp3 activ: 6; PP1 counter: 35*; PAFAH2 FP inh: 0; HCV core dimer: 1; Fh CTSL1 inh: 2; TPT1 inhibitor: 1; AHR act: 14; procasp7 counter: 6

What do the screens show for `Cc1ccc(-c2n[nH]c(=S)n2/N=C/C=C\c2ccccc2[N+](=O)[O-])cc1`?
PP5 primary: 0.9; procasp3 activ: -9; PP1 counter: 15; PAFAH2 FP inh: 10; HCV core dimer: 37; Fh CTSL1 inh: 1; TPT1 inhibitor: 1; AHR act: 45; procasp7 counter: -23

Among those listed so far, two contain bromine:
What do the screens show for `O=C(O)CC(c1ccc(Br)cc1)N1Cc2ccccc2C1=O` (configuration not stated)?
PP5 primary: -1.7; procasp3 activ: -1; PP1 counter: 0; PAFAH2 FP inh: 9; HCV core dimer: -12; Fh CTSL1 inh: 5; TPT1 inhibitor: -2; AHR act: 2; procasp7 counter: 1

How did O=C(Nc1ccc(Br)cc1)C1CC=CCC1C(=O)OCC1CCCO1 (configuration not stated) do in these assays?
PP5 primary: -1.8; procasp3 activ: -3; PP1 counter: -1; PAFAH2 FP inh: -2; HCV core dimer: -4; Fh CTSL1 inh: 2; TPT1 inhibitor: 3; AHR act: -1; procasp7 counter: -6

Pulled by structure from the entries so far (2):
What do the screens show for `Cc1cc2ccccc2n1CCNC(=O)c1ccc(S(=O)(=O)N2CCOCC2)cc1`?
PP5 primary: 0.9; procasp3 activ: 4; PP1 counter: 6; PAFAH2 FP inh: 2; HCV core dimer: -5; Fh CTSL1 inh: -2; TPT1 inhibitor: 1; AHR act: 13; procasp7 counter: 5

What do the screens show for `CC1CCN(S(=O)(=O)c2ccc3c(c2)C(=NO)c2cc(S(=O)(=O)N4CCC(C)CC4)ccc2-3)CC1`?
PP5 primary: 1.3; procasp3 activ: 11; PP1 counter: 0; PAFAH2 FP inh: -18; HCV core dimer: 16; Fh CTSL1 inh: -1; TPT1 inhibitor: -4; AHR act: 1; procasp7 counter: -1
